DDE Tn7 FP inh = inhibitors of Tn7 peptide binding to human fibrin DD(E). P02675. FP displacement of FITC-Tn7 peptide from fibrin DD(E); 0% = median of compound wells per plate. inhibition, % at 8.3 µM. hit rate 0.13% among 370,000. AID 720508;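 active = inhibition above the mean of compounds falling within the control limits plus 3 SD of them, cut at about 14% in these data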;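 note: 0% = plate median of compound wells and 100% = 10 µM Aha-Tn7 peptide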
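system = human fibrin DD(E) protein | quantity = DD(E) 2 µM final | medium = Tris/NaCl/CaCl2 buffer, pH 7.8 | also added = labelled Tn7 tracer, 0.1 µM | compound dosing = single point at 8.3 µM | timing = compound with protein 10 min, then 3 h after probe, room temperature | signal = FP measurement | benchmarks = Aha-Tn7 high control | repeats = one replicate per compound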
ARFGAP1 inhibitor = inhibits rat ARF GTPase activating protein 1; Q62848; Arfgap1-stimulated ARF1 GTP hydrolysis, GDP FP detection; inhibition, % at 16.5 µM; hit rate 0.26% among 360,000; AID 651572;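 active = inhibition above a per-plate limit, mean inhibition of low control wells plus 3 SD, cut at about 25% in these data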;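 note: 0% = DMSO wells with enzyme and 100% = wells lacking Arfgap1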
Target sequence (Q62848 1-136 limits assumed): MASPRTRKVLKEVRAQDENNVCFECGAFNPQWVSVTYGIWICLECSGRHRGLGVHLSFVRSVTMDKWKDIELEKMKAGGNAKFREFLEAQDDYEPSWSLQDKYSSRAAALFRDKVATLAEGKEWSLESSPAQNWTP
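System: truncated rat Arfgap1 GAP domain / Medium: HEPES-based buffer, pH 7.5 / Also added: N-terminally truncated human ARF1-GTP substrate / Incubation: enzyme reaction 120 min at 25 °C after 20 min preincubation / Measured by: FP of antibody-bound GDP Alexa 633 tracer, ex 620/em 688 nm / Replicates: singlicate, each compound tested once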
DDE Tn6 FP inh = disrupts Tn6 cyclic peptide binding to fibrin D-Dimer-E complex; P02675; Fibrin DD(E) TRITC-Tn6 fluorescence polarization displacement; inhibition, % at 8.3 µM; hit rate 0.21% among 370,000;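 active = inhibition above a per-campaign cutoff: mean of compounds within control limits plus 3 SD, cut at about 15% in these data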;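 note: 0% = median of all compound wells on the plate and 100% = blocking peptide control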
KLK7 zymogen act = proKLK7 (human) activation, primary screen | purified proKLK7, EDANS-DABCYL substrate fluorescence; 100% is mature enzyme control, 0% vehicle | activation, % at 7 µM | hit rate 0.9% among 370,000 | AID 652039;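 active = activation above the mean of all tested compounds plus 3 SD, computed per campaign excluding outliers beyond control limits, cut at about 13% in these data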
sPLA2-III inh = Blocks human group III sPLA2 activity | inhibition, % at 12.2 µM | Q9NZ20 | hit rate 0.56% among 370,000 | QFRET BODIPY PC-A2 liposome hydrolysis, fluorescence;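 active = inhibition above mean plus 3 SD of compounds lying within the high and low control bounds, cut at about 19% in these data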;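 note: 0% = median of test compound wells and 100% = no enzyme DMSO wells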
ASAP1 GAP inh = inhibitors of human ASAP1 ArfGAP activity | hit rate 0.19% among 360,000 | inhibition, % at 16.5 µM | ASAP1-stimulated ARF1 GTP hydrolysis, GDP FP detection | Q9ULH1; in the data active = inhibition above about 25%;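 note: 0% = vehicle with enzyme and substrate and 100% = no enzyme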
UHRF1 MBD2 ctr = UHRF1 methyl-DNA binding inhibition; inhibition, % at 4.4 µM; hit rate 0.75% among 370,000; UHRF1 binding to methylated oligo, TR-FRET; in the data active = inhibition above about 21%;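 note: UHRF1 SRA domain binding a hemimethylated CpG hairpin DNA probe; 0% = median of test compound wells and 100% = reference inhibitor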
Target sequence (Q96T88 whole entry, looked up, the tested form may be a part): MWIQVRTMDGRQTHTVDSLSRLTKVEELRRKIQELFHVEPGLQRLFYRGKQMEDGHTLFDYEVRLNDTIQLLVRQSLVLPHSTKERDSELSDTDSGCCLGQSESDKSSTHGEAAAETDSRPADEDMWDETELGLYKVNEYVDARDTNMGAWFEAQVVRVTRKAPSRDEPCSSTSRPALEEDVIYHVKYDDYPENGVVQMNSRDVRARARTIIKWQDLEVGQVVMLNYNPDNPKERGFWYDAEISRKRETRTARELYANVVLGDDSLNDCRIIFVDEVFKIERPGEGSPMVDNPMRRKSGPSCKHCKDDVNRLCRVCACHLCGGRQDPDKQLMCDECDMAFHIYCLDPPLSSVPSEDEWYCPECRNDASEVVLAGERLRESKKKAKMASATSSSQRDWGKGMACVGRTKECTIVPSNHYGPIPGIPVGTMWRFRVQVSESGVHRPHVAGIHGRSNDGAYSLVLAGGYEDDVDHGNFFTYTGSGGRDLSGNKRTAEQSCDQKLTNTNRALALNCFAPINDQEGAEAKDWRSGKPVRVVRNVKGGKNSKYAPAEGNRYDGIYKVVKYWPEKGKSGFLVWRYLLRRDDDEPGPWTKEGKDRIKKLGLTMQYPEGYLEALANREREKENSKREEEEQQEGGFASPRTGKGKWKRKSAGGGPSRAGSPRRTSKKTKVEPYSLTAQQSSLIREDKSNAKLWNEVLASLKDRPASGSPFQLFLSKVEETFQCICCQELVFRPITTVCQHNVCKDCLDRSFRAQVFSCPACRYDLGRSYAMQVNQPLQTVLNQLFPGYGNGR
NR1D1 modulator = modulates human Rev-erb alpha binding to DNA; P20393; Rev-erbα–FITC-DNA binding, fluorescence polarization, 90 min; activity, % at 10 µM; hit rate 0.79% among 370,000; AID 1259318;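 active = activity above about 14%, limit read from the data; passing the limit was not always enough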;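 note: 0% = DMSO wells with 35 nM protein and 100% = DMSO wells with 750 nM protein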
PLC-gamma1 inh = PLC-gamma1 (human) inhibition, primary screen; P19174; purified PLC-gamma1, fluorogenic substrate, fluorescence; inhibition, % at 12.2 µM; hit rate 0.84% among 370,000; in the data active = inhibition above about 9.5%
PLC-beta3 inh = inhibitors of human phospholipase C beta3; Q01970; Purified PLC-beta3, fluorogenic substrate, fluorescence; inhibition, % at 12.2 µM; hit rate 0.18% among 370,000; in the data active = inhibition above about 11%;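 note: 0% = median of compound wells on plate and 100% = full blocker control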
* marks the source's active call; other numbers are inactive results.

What do the screens show for `CCOC(=O)CNC(=S)N(CCCN1CCCCCC1)Cc1cccs1`?
DDE Tn7 FP inh: 6; ARFGAP1 inhibitor: -4; DDE Tn6 FP inh: 1; KLK7 zymogen act: -0.1; sPLA2-III inh: 2; ASAP1 GAP inh: -10; UHRF1 MBD2 ctr: -1; NR1D1 modulator: -7; PLC-gamma1 inh: 2; PLC-beta3 inh: 7

How did O=S1(=O)C=C(N2CCCCC2)c2ccccc21 do in these assays?
DDE Tn7 FP inh: 4; ARFGAP1 inhibitor: -8; DDE Tn6 FP inh: -2; KLK7 zymogen act: 0.5; sPLA2-III inh: 1; ASAP1 GAP inh: -10; UHRF1 MBD2 ctr: 0; NR1D1 modulator: 10; PLC-gamma1 inh: 2; PLC-beta3 inh: -3

What do the screens show for `CN(C)c1ccc(C(=O)C(O)c2ccccc2)cc1` (stereo unspecified)?
DDE Tn7 FP inh: 6; ARFGAP1 inhibitor: 1; DDE Tn6 FP inh: 2; KLK7 zymogen act: -0.3; sPLA2-III inh: 3; ASAP1 GAP inh: -6; UHRF1 MBD2 ctr: 0; NR1D1 modulator: -4; PLC-gamma1 inh: -2; PLC-beta3 inh: -5

Results for CCOc1ccc2c(c1)c1nc3ccccc3nc1n2C ?
DDE Tn7 FP inh: -6; ARFGAP1 inhibitor: -7; DDE Tn6 FP inh: -5; KLK7 zymogen act: 1.5; sPLA2-III inh: 5; ASAP1 GAP inh: 0; UHRF1 MBD2 ctr: -2; NR1D1 modulator: 4; PLC-gamma1 inh: -16; PLC-beta3 inh: -30

What do the screens show for `COc1ccc(OC)c(-c2[nH]nc3c2C(c2ccco2)C(C#N)=C(N)O3)c1` (stereo unspecified)?
DDE Tn7 FP inh: 3; ARFGAP1 inhibitor: 12; DDE Tn6 FP inh: 0; KLK7 zymogen act: 0.6; sPLA2-III inh: 3; ASAP1 GAP inh: -13; UHRF1 MBD2 ctr: -5; NR1D1 modulator: 0; PLC-gamma1 inh: -16; PLC-beta3 inh: -18

What do the screens show for `CC(C)(C)c1ccc(S(=O)(=O)N2CCN(Cc3cc4c(cc3O)OCO4)CC2)cc1`?
DDE Tn7 FP inh: 1; ARFGAP1 inhibitor: 2; DDE Tn6 FP inh: -4; KLK7 zymogen act: -0.2; sPLA2-III inh: 8; ASAP1 GAP inh: 0; UHRF1 MBD2 ctr: -1; NR1D1 modulator: 4; PLC-gamma1 inh: 5; PLC-beta3 inh: -8

Results for CCOC(=O)NC(=O)/C(N=Nc1cc(C)cc(C)c1)=C(\C)O ?
DDE Tn7 FP inh: 1; ARFGAP1 inhibitor: 8; DDE Tn6 FP inh: -11; KLK7 zymogen act: 0.3; sPLA2-III inh: -1; ASAP1 GAP inh: 0; UHRF1 MBD2 ctr: -3; NR1D1 modulator: -2; PLC-gamma1 inh: 4; PLC-beta3 inh: 4

What do the screens show for `O=C(Cc1ccccc1)N1CCN(c2ccc([N+](=O)[O-])cc2)CC1`?
DDE Tn7 FP inh: 8; ARFGAP1 inhibitor: -12; DDE Tn6 FP inh: 5; KLK7 zymogen act: -0.7; sPLA2-III inh: 1; ASAP1 GAP inh: -2; UHRF1 MBD2 ctr: -1; NR1D1 modulator: -4; PLC-gamma1 inh: 2; PLC-beta3 inh: -6

What do the screens show for `COc1ccc(S(=O)(=O)Nc2ccccc2C(=O)N2CCOCC2)cc1C`?
DDE Tn7 FP inh: 5; ARFGAP1 inhibitor: 0; DDE Tn6 FP inh: -3; KLK7 zymogen act: 0.2; sPLA2-III inh: 0; ASAP1 GAP inh: 14; UHRF1 MBD2 ctr: 1; NR1D1 modulator: -2; PLC-gamma1 inh: 1; PLC-beta3 inh: -7

What do the screens show for `O=C(C[C@H]1C/C=C\CC[C@H](Cc2ccc(F)cc2)C(=O)OC[C@H]2CCCN2C1=O)NCCO`?
DDE Tn7 FP inh: -1; ARFGAP1 inhibitor: 1; DDE Tn6 FP inh: 5; KLK7 zymogen act: 0.3; sPLA2-III inh: 1; ASAP1 GAP inh: 12; UHRF1 MBD2 ctr: -4; NR1D1 modulator: 0; PLC-gamma1 inh: 3; PLC-beta3 inh: 2

Results for CC(=O)CC[C@H]1CC[C@]2(CCCN(C(=O)C(C)(C)C)C2)O1 ?
DDE Tn7 FP inh: 0; DDE Tn6 FP inh: 0; KLK7 zymogen act: -0.5; sPLA2-III inh: 3; UHRF1 MBD2 ctr: 0; NR1D1 modulator: 7; PLC-gamma1 inh: -2; PLC-beta3 inh: -1

What do the screens show for `COc1cc(/C=C/CN2CCC(Oc3ccc(C(=O)N4CCCC4)cc3)CC2)ccc1O`?
DDE Tn7 FP inh: -6; ARFGAP1 inhibitor: -1; DDE Tn6 FP inh: 9; KLK7 zymogen act: 0.4; sPLA2-III inh: -15; ASAP1 GAP inh: -7; UHRF1 MBD2 ctr: 1; NR1D1 modulator: -4; PLC-gamma1 inh: -5; PLC-beta3 inh: -3

Results for O=C(CCCN1C(=O)c2ccccc2C1=O)NCc1ccc(F)cc1 ?
DDE Tn7 FP inh: 2; ARFGAP1 inhibitor: -2; DDE Tn6 FP inh: 6; KLK7 zymogen act: -0.7; sPLA2-III inh: 1; ASAP1 GAP inh: -9; UHRF1 MBD2 ctr: -1; NR1D1 modulator: -1; PLC-gamma1 inh: 0; PLC-beta3 inh: -46

How did CC(C)c1cc(N=NC(N)=O)cc(C(C)C)c1O do in these assays?
DDE Tn7 FP inh: 0; ARFGAP1 inhibitor: 7; DDE Tn6 FP inh: -2; KLK7 zymogen act: -0.1; sPLA2-III inh: 16; ASAP1 GAP inh: 10; UHRF1 MBD2 ctr: 4; NR1D1 modulator: -1; PLC-gamma1 inh: 2; PLC-beta3 inh: 9

Results for Cc1nn(Cc2cccc(F)c2)c(C)c1NC(=O)c1ccc(COc2ccccc2Cl)cc1 ?
DDE Tn7 FP inh: -5; ARFGAP1 inhibitor: 11; DDE Tn6 FP inh: 8; KLK7 zymogen act: 0.6; sPLA2-III inh: -20; ASAP1 GAP inh: 7; UHRF1 MBD2 ctr: -3; NR1D1 modulator: 0; PLC-gamma1 inh: -2; PLC-beta3 inh: 0

What do the screens show for `Cc1ccc(C=C2C(=O)c3ccccc3C2=O)o1`?
DDE Tn7 FP inh: -3; ARFGAP1 inhibitor: -6; DDE Tn6 FP inh: 6; KLK7 zymogen act: 0.5; sPLA2-III inh: 1; ASAP1 GAP inh: -1; UHRF1 MBD2 ctr: 10; NR1D1 modulator: -1; PLC-gamma1 inh: -3; PLC-beta3 inh: -3

Results for CC(C)(C)C1CCC(C(=O)NCCc2ccc(S(N)(=O)=O)cc2)CC1 (stereo unspecified) ?
DDE Tn7 FP inh: 6; ARFGAP1 inhibitor: 3; DDE Tn6 FP inh: 0; KLK7 zymogen act: -0.2; sPLA2-III inh: -3; ASAP1 GAP inh: -9; UHRF1 MBD2 ctr: 4; NR1D1 modulator: 8; PLC-gamma1 inh: 2; PLC-beta3 inh: -3

What do the screens show for `COc1ccc(C(=O)OCCN2CCN(C3CN(Cc4cn(Cc5ccccc5Cl)nn4)S(=O)(=O)C3)CC2)cc1OC` (stereo unspecified)?
DDE Tn7 FP inh: -3; DDE Tn6 FP inh: -6; KLK7 zymogen act: 0.0; sPLA2-III inh: -7; UHRF1 MBD2 ctr: 10; NR1D1 modulator: 2; PLC-gamma1 inh: -1; PLC-beta3 inh: 2

How did CN1OC[C@@H]2CN(C(=S)Nc3ccc(C#N)cc3)[C@H](c3ccc(N4CCCCC4)cc3)C[C@@H]21 do in these assays?
DDE Tn7 FP inh: 0; ARFGAP1 inhibitor: 3; DDE Tn6 FP inh: 1; KLK7 zymogen act: 0.7; sPLA2-III inh: 5; ASAP1 GAP inh: 5; UHRF1 MBD2 ctr: 1; NR1D1 modulator: 7; PLC-gamma1 inh: -1; PLC-beta3 inh: 1

How did C=CCNC(=S)N1CCN(C2CCCCC2)CC1 do in these assays?
DDE Tn7 FP inh: 0; ARFGAP1 inhibitor: 19; DDE Tn6 FP inh: 9; KLK7 zymogen act: -0.4; sPLA2-III inh: 7; ASAP1 GAP inh: -13; UHRF1 MBD2 ctr: 3; NR1D1 modulator: 4; PLC-gamma1 inh: 1; PLC-beta3 inh: -2

What do the screens show for `Cc1onc(-c2ccccc2Cl)c1C(=O)N1CCCCC1`?
DDE Tn7 FP inh: 0; ARFGAP1 inhibitor: -4; DDE Tn6 FP inh: 10; KLK7 zymogen act: 0.2; sPLA2-III inh: -3; ASAP1 GAP inh: 1; UHRF1 MBD2 ctr: 2; NR1D1 modulator: -6; PLC-gamma1 inh: 0; PLC-beta3 inh: -4

How did FC(F)(F)Oc1ccc(Nc2nc(N3CCOCC3)nc(N3CCOCC3)n2)cc1 do in these assays?
DDE Tn7 FP inh: -1; ARFGAP1 inhibitor: -1; DDE Tn6 FP inh: -3; KLK7 zymogen act: 0.2; sPLA2-III inh: 3; ASAP1 GAP inh: 1; UHRF1 MBD2 ctr: 0; NR1D1 modulator: -8; PLC-gamma1 inh: 1; PLC-beta3 inh: -6

Results for CCSc1nnc(NC(=O)C(C)(C(F)(F)F)C(F)(F)F)s1 ?
DDE Tn7 FP inh: -3; ARFGAP1 inhibitor: 3; DDE Tn6 FP inh: -1; KLK7 zymogen act: 0.3; sPLA2-III inh: 0; ASAP1 GAP inh: 4; UHRF1 MBD2 ctr: 1; NR1D1 modulator: -11; PLC-gamma1 inh: 0; PLC-beta3 inh: 4

How did NS(=O)(=O)c1ccc(CCNC(=O)CSc2ncnc3ccccc23)cc1 do in these assays?
DDE Tn7 FP inh: -6; ARFGAP1 inhibitor: 8; DDE Tn6 FP inh: 4; KLK7 zymogen act: 0.5; sPLA2-III inh: 0; ASAP1 GAP inh: 9; UHRF1 MBD2 ctr: 1; NR1D1 modulator: 3; PLC-gamma1 inh: -12; PLC-beta3 inh: -14

What do the screens show for `Cc1ccc(-n2nnnc2SCC(=O)c2c(N)n(CC(C)C)c(=O)n(C)c2=O)cc1`?
DDE Tn7 FP inh: 2; ARFGAP1 inhibitor: 0; DDE Tn6 FP inh: 0; KLK7 zymogen act: -0.1; sPLA2-III inh: 10; ASAP1 GAP inh: -1; UHRF1 MBD2 ctr: 0; NR1D1 modulator: 0; PLC-gamma1 inh: 11*; PLC-beta3 inh: 3

Results for CCOC(=O)C1CCN(C(=O)c2ccccc2NS(=O)(=O)c2ccc(F)cc2)CC1 ?
DDE Tn7 FP inh: 9; ARFGAP1 inhibitor: 10; DDE Tn6 FP inh: -5; KLK7 zymogen act: -0.5; sPLA2-III inh: -5; ASAP1 GAP inh: -3; UHRF1 MBD2 ctr: -1; NR1D1 modulator: -5; PLC-gamma1 inh: -4; PLC-beta3 inh: 0
